Assay outcomes: PubChem, National Center for Advancing Translational Sciences (NCATS)
IL-2 act: qHTS of IL-2 Activators; IL-2 activation reporter assay, cell-based qHTS; stimulated with anti-CD3/CD4/CD28 beads; in transgenic mouse T cells; activation, % (series mostly up to about 46 µM); actives 0.065% (n = 360,000); in the data active = activation above about 50%; inconclusive = mostly about 30% to 49%; note: 0% is about no effect
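Unstimulated transgenic mouse T cells preincubated 60 min with compound, then stimulated with anti-CD3/anti-CD4-coated beads plus anti-CD28 for 18 h at 37 degrees C. IL-2 response read as EGFP and DsRed fluorescence by plate cytometry.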
CCT modulator: High-Throughput Screening for Modulators of Cytosolic Chaperonin Activity | actives 0.3% (n = 360,000) | AID 651819, 2012 | activity change, % (no concentration beside the values), hits read low | purified chaperonin ATPase assay, HTRF ADP detection, 30 min; in the data active = activity change below about -30%; note: % is set by controls: 0 for no effect and ±100 for the full control effect
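We incubate TRiC, 40 or 20 nM final, with library compounds at 76 uM and 10 uM ATP for 30 min at 37 °C. ADP formed is detected with Transcreener HTRF reagents after 30 min at room temperature.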
WRN helicase inh: qHTS for Inhibitors of WRN Helicase; WRN helicase unwinding, fluorescent forked duplex, kinetic; Bifunctional 3'-5' exonuclease/ATP-dependent helicase WRN (Homo sapiens), Q14191; actives 0.46% (n = 360,000); Potency, µM (series often up to 114 µM), for inactives: at the highest dose activity change, negative = inhibition, most hits filed as inhibitors; note: potency is the fitted concentration of half-maximal effect; % is set by controls: 0 for no effect and ±100 for the full control effect; nearly all actives have a fitted effect of over 55% in size
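Kinetic red-fluorescence monitoring (525/598 nm) tracks WRN helicase activity after 100 nM fluorophore-quencher forked duplex and 2 mM ATP are added to 20 nM enzyme pretreated 15 min at room temperature with compound.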
EPAC1 ag: qHTS for Agonist of cAMP-regulated guanine nucleotide exchange factor 3 (EPAC1): primary screen | actives 0.073% (n = 360,000) | AID 720707, 2013 | Potency, µM (top dose mostly 154 µM), for the others: at the highest dose activation, hits mostly activators | EPAC1 agonist qHTS, biochemical assay; response scale: 100% = response to 6.5 mM cAMP; note: potency is the fitted concentration of half-maximal effect; nearly all actives have a fitted effect of over 60% in size
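Fluorescent GDP-exchange assay: 100 nM EPAC1 with 250 nM Rap1B preloaded with BODIPY-GDP and 50 uM GDP; compounds tested as concentration series, 5 min at room temperature, then read every 5 min for 30 min (ex 480/em 540 nm); normalized to 6.5 mM cAMP.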
PLK1 PBD inh: qHTS for Inhibitors of PLK1-PDB (polo-like kinase 1 - polo-box domain): Primary Screen; Serine/threonine-protein kinase PLK1 (Homo sapiens), P53350; actives 2.8% (n = 360,000); Potency, µM, inactives show max response, negative = inhibition, most hits filed as inhibitors; AID 720504, 2013; Plk1 PBD binding of FITC phosphopeptide, fluorescence polarization; note: potency is the fitted concentration of half-maximal effect; series mostly up to about 57 µM; % is set by controls: 0 for no effect and ±100 for the full control effect; nearly all actives have a fitted effect of over 65% in size
Target sequence (P53350 whole entry, looked up, the tested form may be a part): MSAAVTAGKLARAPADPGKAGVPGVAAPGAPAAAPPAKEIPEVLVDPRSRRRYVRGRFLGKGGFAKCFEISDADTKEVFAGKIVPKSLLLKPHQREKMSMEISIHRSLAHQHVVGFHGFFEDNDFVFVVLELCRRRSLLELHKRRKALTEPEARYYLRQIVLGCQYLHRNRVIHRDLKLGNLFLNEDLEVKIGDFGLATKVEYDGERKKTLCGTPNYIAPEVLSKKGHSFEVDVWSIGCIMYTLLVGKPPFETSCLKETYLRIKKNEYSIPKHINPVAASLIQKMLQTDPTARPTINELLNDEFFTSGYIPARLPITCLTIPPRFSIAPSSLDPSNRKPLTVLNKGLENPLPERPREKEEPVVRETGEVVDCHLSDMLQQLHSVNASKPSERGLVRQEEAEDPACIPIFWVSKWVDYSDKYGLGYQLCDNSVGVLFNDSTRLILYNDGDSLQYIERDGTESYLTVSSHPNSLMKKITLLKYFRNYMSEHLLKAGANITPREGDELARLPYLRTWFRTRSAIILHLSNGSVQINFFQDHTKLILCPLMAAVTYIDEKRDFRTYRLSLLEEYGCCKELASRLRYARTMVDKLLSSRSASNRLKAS
EPAC2 ag: qHTS for Agonist of cAMP-regulated guanine nucleotide exchange factor 4 (EPAC2): primary screen; Rap guanine nucleotide exchange factor 4 (Homo sapiens), Q8WZA2; EPAC2 activation, biochemical qHTS; response scale: 100% = 6.5 mM cAMP response; Potency, µM (series often up to 154 µM), inactives show top-dose activation, usual class: activators; actives 0.079% (n = 360,000); AID 720711, 2013; note: potency is the fitted concentration of half-maximal effect; nearly all actives have a fitted effect of over 50% in size
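Compounds were added across a concentration range to EPAC2 (100 nM), RAP1B-BODIPY-GDP (250 nM) and GDP (50 uM). After 5 min at room temperature, fluorescence was recorded at 5-min intervals for 30 min.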
EPAC1 antag: qHTS for Antagonist of cAMP-regulated guanine nucleotide exchange factor 3 (EPAC1): primary screen; Potency, µM (top dose mostly 115 µM), without a hit: at the highest dose activity change, negative = inhibition, most hits filed as inhibitors; actives 0.14% (n = 360,000); EPAC1 GEF assay, Rap1b-BODIPY-GDP exchange fluorescence; Rap guanine nucleotide exchange factor 3 (Homo sapiens), O95398; AID 720709, 2013;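 note: potency is the fitted concentration of half-maximal effect; plate controls were vehicle for no effect and positive control for full effect; nearly all actives have a fitted effect of over 50% in size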
PI5P4K alpha inh: qHTS for Inhibitors of phosphatidylinositol 5-phosphate 4-kinase (PI5P4K). PI5P4Kalpha enzyme, ADP-Glo luminescence, 60 min; active compounds read low. max response, %. actives 1.2% (n = 330,000). AID 652105, 2013; active = max response of -50% or lower; inconclusive = between -30% and -50%; inactive = -30% or higher; note: value at the top dose of about 77 µM; % is set by controls: 0 for no effect and ±100 for the full control effect
Target sequence (P48426 whole entry, looked up): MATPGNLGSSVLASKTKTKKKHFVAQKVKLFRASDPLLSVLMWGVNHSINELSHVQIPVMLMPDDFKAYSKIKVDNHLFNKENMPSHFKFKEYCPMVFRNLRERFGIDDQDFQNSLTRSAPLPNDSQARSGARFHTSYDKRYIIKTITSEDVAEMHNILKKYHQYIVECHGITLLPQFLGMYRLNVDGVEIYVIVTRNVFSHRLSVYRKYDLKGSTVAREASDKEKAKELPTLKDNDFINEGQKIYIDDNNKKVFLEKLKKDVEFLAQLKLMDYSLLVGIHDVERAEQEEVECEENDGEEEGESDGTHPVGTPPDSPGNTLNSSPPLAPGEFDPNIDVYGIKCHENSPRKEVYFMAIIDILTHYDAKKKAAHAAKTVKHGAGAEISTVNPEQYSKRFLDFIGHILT
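ADP-Glo luminescence end-point read after a 60 min room-temperature kinase reaction of PI5P4Kalpha plus substrate, initiated with ATP at 5 microM final. Buffer: 0.038 M HEPES pH 7.4, EGTA, 0.1% CHAPS, 5% DMSO.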
The depositor's hits bear a star; [ ] = remark or other dose. Unless noted, calls come from the whole dose curve; as a rule, active = well fitted curve in the direction sought with a large enough effect; inconclusive = small, poorly fitted or top-dose-only effect, or another doubt; inactive = no such curve, though single readings can be large; an effect the other way counts as inactive or inconclusive.

How did COc1ccc(/C=C2\SC(=O)N(CCC(=O)N3CCCCC3CCO)C2=O)cc1 (configuration not stated) do in these assays?
IL-2 act: -2.3; CCT modulator: -1.0; WRN helicase inh: 0%; EPAC1 ag: -3%; PLK1 PBD inh: -11%; EPAC2 ag: -5%; EPAC1 antag: 12%; PI5P4K alpha inh: 2

Results for Cc1cc(OCC(=O)N[C@@H](Cc2c[nH]c3ccccc23)C(=O)O)c2c(C)c(C)c(=O)oc2c1 ?
IL-2 act: -0.6; CCT modulator: 0.0; WRN helicase inh: -12%; EPAC1 ag: 3%; PLK1 PBD inh: -4%; EPAC2 ag: 3%; EPAC1 antag: -24%; PI5P4K alpha inh: -6

How did COc1ccc(NS(=O)(=O)/C=C/c2ccc(OC)c(OC)c2)cc1 do in these assays?
IL-2 act: 0.8; CCT modulator: 1.2; WRN helicase inh: 0%[57.1 µM]; EPAC1 ag: -4%; PLK1 PBD inh: -4%; EPAC2 ag: 3%; EPAC1 antag: inconclusive; PI5P4K alpha inh: 2

Results for COc1cccc2c(=O)n(CC(=O)N3CCCc4ccccc43)ccc12 ?
IL-2 act: -2.1; CCT modulator: -1.2; WRN helicase inh: 5%; EPAC1 ag: -3%; PLK1 PBD inh: -1%; EPAC2 ag: 8%; EPAC1 antag: 9%; PI5P4K alpha inh: -4

How did COc1ccc(/C=C2/C(=O)N(c3c(F)c(F)c(F)c(F)c3F)N=C2C)cc1 do in these assays?
IL-2 act: -0.5; CCT modulator: -1.6; WRN helicase inh: -26%; EPAC1 ag: 2%; PLK1 PBD inh: 6.7µM*; EPAC2 ag: 0%; EPAC1 antag: -7%; PI5P4K alpha inh: -4

Results for O=C(Nc1ccc(Cl)cn1)c1cccnc1 ?
IL-2 act: 0.7; CCT modulator: -0.3; WRN helicase inh: 3%; EPAC1 ag: -3%; PLK1 PBD inh: -2%; EPAC2 ag: -2%; EPAC1 antag: -6%; PI5P4K alpha inh: -2

What do the screens show for `O=C(O)C1C2CC2CN1C(=O)c1ccc(Cl)cc1Cl` (configuration not stated)?
IL-2 act: -0.5; CCT modulator: 2.7; WRN helicase inh: 0%; EPAC1 ag: -4%; PLK1 PBD inh: -7%; EPAC2 ag: -1%; EPAC1 antag: 6%; PI5P4K alpha inh: 6

How did COc1ccc(C(C)=O)cc1COC(=O)c1cc(C)nc2ccccc12 do in these assays?
IL-2 act: -0.5; CCT modulator: -3.1; WRN helicase inh: -1%; EPAC1 ag: -2%; PLK1 PBD inh: -16%; EPAC2 ag: 2%; EPAC1 antag: 26%; PI5P4K alpha inh: 2

Results for COc1ccc(NC2=Nc3ccccc3N[C@@]23C[C@H]2CCCC(=O)N4CC[C@@H](C3)[C@@H]24)cc1 ?
IL-2 act: -0.4; CCT modulator: -0.5; WRN helicase inh: 5%; EPAC1 ag: -6%; PLK1 PBD inh: -3%; EPAC2 ag: 12%; EPAC1 antag: 12%; PI5P4K alpha inh: -1

Results for CCc1ccc(Nc2ncc3c(n2)CC(c2ccc(OC)cc2)CC3=O)cc1 (configuration not stated) ?
IL-2 act: -2.6; CCT modulator: -1.8; WRN helicase inh: 5%; EPAC1 ag: -5%; PLK1 PBD inh: -7%; EPAC2 ag: 3%; EPAC1 antag: -1%

How did CCOC(=O)C1(C)CCCCN1C(=O)c1ccoc1 (configuration not stated) do in these assays?
IL-2 act: 1.0; CCT modulator: -0.9; WRN helicase inh: 10%[57.1 µM]; EPAC1 ag: -15%; PLK1 PBD inh: -5%; EPAC2 ag: 3%; EPAC1 antag: 0%; PI5P4K alpha inh: -4

Results for Cc1nc(NC2CCCCC2)c2nnn(Cc3ccccc3Cl)c2n1 ?
IL-2 act: 0.4; CCT modulator: -1.1; WRN helicase inh: -8%; EPAC1 ag: -3%; PLK1 PBD inh: -3%; EPAC2 ag: -1%; EPAC1 antag: -5%; PI5P4K alpha inh: 2

How did COc1ccc(OC)c(-c2cc(C(=O)Nc3cccc(Cl)c3)no2)c1 do in these assays?
IL-2 act: 0.2; CCT modulator: 1.1; WRN helicase inh: -8%; EPAC1 ag: 1%; PLK1 PBD inh: -3%; EPAC2 ag: 3%; EPAC1 antag: 1%

What do the screens show for `CC(C)(C)c1ccc(C(O)c2ncc(-c3ccc4ccccc4c3)[nH]2)cc1` (configuration not stated)?
IL-2 act: 0.1; CCT modulator: -0.9; WRN helicase inh: -8%; EPAC1 ag: -9%; PLK1 PBD inh: -4%; EPAC2 ag: 14%; EPAC1 antag: -22%; PI5P4K alpha inh: -15

Results for O=C(COC(=O)c1cc(-c2ccccn2)nc2ccccc12)Nc1ncc(C(F)(F)F)cc1Cl ?
IL-2 act: -5.1; CCT modulator: -2.3; WRN helicase inh: 1%; EPAC1 ag: 1%; PLK1 PBD inh: 2%; EPAC2 ag: -5%; EPAC1 antag: 10%; PI5P4K alpha inh: 1

What do the screens show for `Cc1nc2nc[nH]c2cc1Br`?
IL-2 act: 1.0; CCT modulator: -1.6; WRN helicase inh: 5%; EPAC1 ag: 4%; PLK1 PBD inh: -4%; EPAC2 ag: 4%; EPAC1 antag: 1%; PI5P4K alpha inh: -4

Results for O=C(N/N=C/C(Cl)=C/c1ccccc1)c1ccc2c(c1)OCO2 ?
IL-2 act: 0.1; CCT modulator: -0.2; WRN helicase inh: -21%; EPAC1 ag: 0%; PLK1 PBD inh: -26%; EPAC2 ag: 8%; EPAC1 antag: -22%; PI5P4K alpha inh: -1

Results for CS(=O)(=O)c1ccc(-c2csc(C(O)c3cccc(Cl)c3)n2)cc1 (configuration not stated) ?
IL-2 act: -0.1; CCT modulator: 0.9; WRN helicase inh: 0%; EPAC1 ag: 4%; PLK1 PBD inh: 3%; EPAC2 ag: 4%; EPAC1 antag: -11%; PI5P4K alpha inh: 0

How did CC(=O)C1=C(O)C(=O)N(c2ccc(Br)cc2)C1c1ccccc1[N+](=O)[O-] (configuration not stated) do in these assays?
IL-2 act: 1.1; CCT modulator: -5.0; WRN helicase inh: 3%; EPAC1 ag: 6%; PLK1 PBD inh: inconclusive; EPAC2 ag: 6%; EPAC1 antag: -17%; PI5P4K alpha inh: 2

What do the screens show for `C/C(=N/NC(=O)c1ccco1)c1cccnc1`?
IL-2 act: -1.3; CCT modulator: 0.1; WRN helicase inh: 4%; EPAC1 ag: -5%; PLK1 PBD inh: -15%; EPAC2 ag: 6%; EPAC1 antag: -10%; PI5P4K alpha inh: 4

How did COc1ccc(OC)c(NC(=O)c2nc(-c3ccccc3)oc2C)c1 do in these assays?
IL-2 act: -0.4; CCT modulator: -0.6; WRN helicase inh: -4%; EPAC1 ag: -9%; PLK1 PBD inh: -11%; EPAC2 ag: 1%; EPAC1 antag: -15%; PI5P4K alpha inh: 0

Results for Cc1ccnc2nc(C(=O)OCC(=O)NCCc3ccccc3)nn12 ?
IL-2 act: -0.3; CCT modulator: 2.0; WRN helicase inh: 0%; EPAC1 ag: 5%; PLK1 PBD inh: -11%; EPAC2 ag: 0%; EPAC1 antag: -8%; PI5P4K alpha inh: 0

What do the screens show for `Cc1occc1-c1nnc(SCC(=O)Nc2nc(-c3ccccc3)cs2)o1`?
IL-2 act: -2.9; CCT modulator: 0.1; WRN helicase inh: 1%; EPAC1 ag: 0%; PLK1 PBD inh: -3%; EPAC2 ag: -3%; EPAC1 antag: 7%

Results for O=C(Cc1sc(-c2ccccc2Cl)nc1-c1ccccc1)Nc1ccccc1 ?
IL-2 act: 2.7; CCT modulator: 2.4; WRN helicase inh: -2%; EPAC1 ag: 4%; PLK1 PBD inh: -2%; EPAC2 ag: 0%[15.6 µM]; EPAC1 antag: -3%; PI5P4K alpha inh: 3

What do the screens show for `COCCc1ccc(OC2(C)CCN(Cc3ccc(OC)c4ccccc34)C2)cc1` (configuration not stated)?
IL-2 act: -0.1; CCT modulator: -3.1; WRN helicase inh: -5%; EPAC1 ag: 6%; PLK1 PBD inh: 3%; EPAC2 ag: 12%; EPAC1 antag: -2%; PI5P4K alpha inh: 12

What do the screens show for `O=C(N/N=C/C=C/c1ccccc1[N+](=O)[O-])c1cc(-c2cccnc2)nc2ccccc12`?
IL-2 act: -1.5; CCT modulator: -0.6; WRN helicase inh: -7%; EPAC1 ag: 7%; PLK1 PBD inh: -9%; EPAC2 ag: 4%; EPAC1 antag: -6%; PI5P4K alpha inh: 0

An excerpt from above in order of molecular weight, high to low:
What do the screens show for `O=C(N/N=C/C=C/c1ccccc1[N+](=O)[O-])c1cc(-c2cccnc2)nc2ccccc12`?
IL-2 act: -1.5; CCT modulator: -0.6; WRN helicase inh: -7%; EPAC1 ag: 7%; PLK1 PBD inh: -9%; EPAC2 ag: 4%; EPAC1 antag: -6%; PI5P4K alpha inh: 0

How did COc1ccc(OC)c(NC(=O)c2nc(-c3ccccc3)oc2C)c1 do in these assays?
IL-2 act: -0.4; CCT modulator: -0.6; WRN helicase inh: -4%; EPAC1 ag: -9%; PLK1 PBD inh: -11%; EPAC2 ag: 1%; EPAC1 antag: -15%; PI5P4K alpha inh: 0

Results for O=C(N/N=C/C(Cl)=C/c1ccccc1)c1ccc2c(c1)OCO2 ?
IL-2 act: 0.1; CCT modulator: -0.2; WRN helicase inh: -21%; EPAC1 ag: 0%; PLK1 PBD inh: -26%; EPAC2 ag: 8%; EPAC1 antag: -22%; PI5P4K alpha inh: -1

What do the screens show for `Cc1nc2nc[nH]c2cc1Br`?
IL-2 act: 1.0; CCT modulator: -1.6; WRN helicase inh: 5%; EPAC1 ag: 4%; PLK1 PBD inh: -4%; EPAC2 ag: 4%; EPAC1 antag: 1%; PI5P4K alpha inh: -4

A portion of the library. The share of hits here may be higher or lower than overall.
